# GSK3A inh – blocks human GSK-3 alpha kinase | 320,000 tested, 0.1% active | AID 2650 | ADP-Glo luminescence, 60 min | inhibition, % at 10 µM | P49840;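 in the data active means inhibition above about 50%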;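 further: GST-tagged GSK-3 alpha with peptide substrate and 25 µM ATP; 0% = DMSO neutral wells and 100% = GW8510 positive control wells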
# Target sequence (P49840 whole entry, looked up): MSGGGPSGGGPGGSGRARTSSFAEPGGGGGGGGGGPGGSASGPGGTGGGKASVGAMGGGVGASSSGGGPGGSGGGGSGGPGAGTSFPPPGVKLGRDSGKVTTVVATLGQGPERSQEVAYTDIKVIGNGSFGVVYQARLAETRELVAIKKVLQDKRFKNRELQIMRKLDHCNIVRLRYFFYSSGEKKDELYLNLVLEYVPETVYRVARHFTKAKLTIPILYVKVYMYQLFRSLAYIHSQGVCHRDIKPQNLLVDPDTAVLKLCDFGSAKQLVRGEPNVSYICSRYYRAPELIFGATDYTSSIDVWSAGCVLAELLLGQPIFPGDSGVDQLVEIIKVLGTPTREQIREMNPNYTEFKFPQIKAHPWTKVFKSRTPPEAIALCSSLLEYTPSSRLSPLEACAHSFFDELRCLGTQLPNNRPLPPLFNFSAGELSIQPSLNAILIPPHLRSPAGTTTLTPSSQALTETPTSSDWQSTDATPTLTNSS
# KLF5 inhibitor – suppresses KLF5 promoter-driven expression; DLD-1 KLF5 promoter-luciferase reporter, luminescence; inhibition, % at 5 µM; 290,000 tested, 0.23% active;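 active means inhibition above a per-plate limit of that plate's mean compound inhibition plus 3 SD, cut at about 60% in these data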;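 further: 0% = DMSO wells and 100% = LY294002 at 200 µM; higher means less KLF5 promoter-driven luciferase light; inactives centre near -14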
# GSK3beta inhib – inhibitors of human GSK3beta kinase. activity score (negative = inhibition), % at 10 µM. GST-GSK3beta kinase, ADP-Glo luminescence, 60 min; stronger effect = lower value. 300,000 tested, 0.038% active. AID 2097;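 active means more than half of replicate wells score below -50%, meaning over 50% inhibition versus plate controls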;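 further: 0% = median DMSO wells and -100% = median GW8510 positive control wells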
# Target sequence (P49841 whole entry, looked up): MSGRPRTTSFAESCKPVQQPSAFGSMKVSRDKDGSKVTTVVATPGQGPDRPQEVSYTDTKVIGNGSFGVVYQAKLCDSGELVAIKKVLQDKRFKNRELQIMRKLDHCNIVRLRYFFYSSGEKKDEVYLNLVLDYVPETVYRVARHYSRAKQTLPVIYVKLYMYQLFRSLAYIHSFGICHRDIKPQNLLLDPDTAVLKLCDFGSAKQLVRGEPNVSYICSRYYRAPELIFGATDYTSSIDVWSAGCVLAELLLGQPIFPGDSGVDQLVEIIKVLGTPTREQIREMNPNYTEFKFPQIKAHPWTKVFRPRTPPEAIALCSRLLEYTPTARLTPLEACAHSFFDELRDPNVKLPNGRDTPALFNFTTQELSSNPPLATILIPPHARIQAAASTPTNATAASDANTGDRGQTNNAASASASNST
#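 Assay system: GST-fused GSK3beta enzyme, cell-free / Medium: Tris pH 7.5 buffer with MgCl2, DTT, BSA, heparin / Also added: peptide substrate plus 25 µM ATP (final) / Compound: 10 µM single point / Timing: kinase reaction with compound 60 min at room temperature / Detection: ADP-Glo luminescence / Benchmarks: DMSO neutral wells and GW8510 at 20 µM as positive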
# aSyn UTR inh – 5' untranslated region of α-synuclein, MLPCN primary screen | 300,000 tested, 0.82% active | alpha-synuclein 5'UTR reporter, inhibitor activity | inhibition, % (tested at 7.5 µM) | AID 1813; in the data active means inhibition above about 60%;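 further: H4 neuroglioblastoma cells stably carrying SNCA 5'UTR luciferase fusion; 0% = DMSO wells and 100% = positive control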
# AI-2 QS mod – Vibrio harveyi AI-2 quorum sensing modulation | Vibrio harveyi JMH597 AI-2 luminescence/OD600 ratio, 9 h; stronger effect = lower value; strain lacks LuxN and CqsS sensors; 0 = neutral-control median | activity change, % at 7.5 µM | 300,000 tested, 0.4% active; in the data active means activity change below about -75%, passing the limit was not always enough;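 further: luminescence divided by OD600 gain over 9 h not by final OD600 alone; inactives centre near 13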
# PolyA inhibitor – inhibitors of polyadenylation in S. cerevisiae; 300,000 tested, 0.02% active; calls only at 12 µM; AID 1875; S. cerevisiae SKY197-pL101 polyadenylation reporter, beta-gal luminescence; efflux-impaired pdr1/pdr3 knockout yeast; score 100 = 6 SD above DMSO;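 active means lowest replicate activity score at least 50, where 100 means six control SD above control mean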;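 further: yeast exposed to compound for 9 h at 30 °C; higher score means more reporter readthrough which indicates perturbed polyadenylation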
# HSF1 activator – increases HSF-1 driven luciferase reporter signal; 300,000 tested, 1.7% active; AID 504408; activation, % at 9 µM; NIH3T3-HGL HSF-1 luciferase reporter, MG132, 8 h; 100% = twice DMSO control signal;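 active means mean replicate activation of at least 50% with a set share of replicates each reaching 50%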;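 further: 0% = median of the neutral control wells and 100% = twice that signal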
# HSP90 refold inh – blocks HSP90-mediated luciferase refolding in reticulocyte lysate; Rabbit reticulocyte lysate, luciferase refolding luminescence, 3 h; 290,000 tested, 0.91% active; inhibition, % at 5.6 µM;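 active means inhibition above the screen-wide mean plus 3 SD, computed separately per campaign, cut at about 16% in these data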;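 further: 0% = DMSO wells and 100% = 60 µM geldanamycin wells; inhibitors lower the luminescence because luciferase stays unfolded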
# IEC-6 cytotox – IEC-6 cytotoxicity, counter-screen for KLF5 inhibitors. luminescence viability. inhibition, % at 5 µM. 290,000 tested, 0.78% active. AID 1825; in the data active means inhibition above about 22%;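 further: 0% = plate median of test compound wells and 100% = cytotoxic reference compound wells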
# HSF1 inh – HSF1 inhibition; activity change, negative = inhibition, % at 7.5 µM (by protocol); AID 2098; NIH3T3-HGL HSE-luciferase, MG132-induced, luminescence 8 h; stronger effect = lower value; 300,000 tested, 0.77% active;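 active means more than half of replicate wells show activity change below -50%, luminescence cut by over half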;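 further: luciferase reports HSF-1 transcriptional activity via heat shock element; 0% = median of DMSO wells and -100% = zero luminescence signal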
# Active calls of the source: *; i = inactive; . = not tested or not shown. The list is partial; the hit share may differ from the screen's.
SMILES,GSK3A inh,KLF5 inhibitor,GSK3beta inhib,aSyn UTR inh,AI-2 QS mod,PolyA inhibitor,HSF1 activator,HSP90 refold inh,IEC-6 cytotox,HSF1 inh
COc1cc(NS(=O)(=O)c2ccc(N/C=C(\C#N)c3nc4ccccc4o3)cc2)nc(OC)n1,7,-56,2,3,32,i,3,0,1,-8
COCCOC(=O)C1=C(C)N=c2s/c(=C\c3cccs3)c(=O)n2C1c1cccs1 (stereo unspecified),-1,-13,0,9,19,i,20,2,-5,-2
O=C(Nc1ccc(Nc2ccncc2)cc1)c1ccc(Nc2ccnc3ccc([N+](=O)[O-])cc23)cc1,.,2,2,4,29,i,-5,-2,-3,1
COc1ccc(OC)c(S(=O)(=O)N2CCC(C(=O)N3CCCC3)CC2)c1,2,-17,0,-3,15,i,14,2,-11,-9
COc1ccc(Oc2c(C(F)(F)F)oc3cc(OCC(=O)O)ccc3c2=O)cc1,-4,-23,-1,16,0,i,-9,1,0,-9
CCC(C)N1CCNCC1 (stereo unspecified),2,-2,3,8,26,i,10,-1,-2,-2
CC(=O)N1CCN(c2nc3ccc([N+](=O)[O-])cc3s2)CC1,0,-41,-4,-29,14,i,24,-2,3,14
CCOc1ccccc1NC(=O)c1ccc2c(=O)n3c(nc2c1)CCCCC3,-4,-37,1,8,10,i,-3,-5,0,2
CC1CCCC(C)N1NC(=O)Cc1ccccc1 (stereo unspecified),0,-7,0,7,30,i,18,-1,-6,1
CCCNC(=O)c1cc(OC)c(OC)cc1[N+](=O)[O-],1,-27,2,-15,-3,i,-8,1,7,8
Cc1cc(NC(=O)CCCC(=O)O)nc(C)n1,-2,-3,-1,16,4,i,-6,0,-9,-8
COCCCNC(=O)c1c[nH]c2ccc(S(=O)(=O)N3CCC4(CC3)OCCO4)cc2c1=O,.,-29,-1,21,13,i,-3,-2,-1,-1
O=C(Nc1ccccc1C(=O)N1CCOCC1)c1ccco1,-1,-13,-3,2,23,i,15,3,5,0
CC(=O)c1c(N2CCN(c3ccccn3)CC2)nc(=S)n(-c2ccccc2)c1C,0,-16,-1,-18,1,i,20,2,6,0
COc1cc(CN2CCC(Cc3ccccc3)CC2)c([N+](=O)[O-])cc1OC,1,0,3,-11,12,i,19,6,0,4
CCS(=O)(=O)c1ncc(Cl)c(C(=O)Nc2ccc(S(=O)(=O)N3CCC(C)CC3)cc2)n1,.,43,-6,65*,31,i,-85,3,96*,-85*
CCOc1cc2[nH]c(=S)n(C(C)C)c(=O)c2cc1OCC,1,-13,-3,-1,12,i,-1,1,2,-1
COC(=O)C(C(=O)Nc1ncccn1)C1CCCCCC1 (stereo unspecified),-4,-40,-3,24,14,i,.,5,-5,.
COCCn1c(SCC(=O)c2ccccc2)nc2c(c1=O)SC(C)C2 (stereo unspecified),-2,-25,1,20,22,i,7,1,2,2
Cc1ccccc1NC(=O)c1ccc(C)c(S(=O)(=O)Nc2ccccn2)c1,-4,-6,2,.,7,i,.,-1,3,.

# Quoted at random: three compounds from above.
SMILES,GSK3A inh,KLF5 inhibitor,GSK3beta inhib,aSyn UTR inh,AI-2 QS mod,PolyA inhibitor,HSF1 activator,HSP90 refold inh,IEC-6 cytotox,HSF1 inh
O=C(Nc1ccc(Nc2ccncc2)cc1)c1ccc(Nc2ccnc3ccc([N+](=O)[O-])cc23)cc1,.,2,2,4,29,i,-5,-2,-3,1
COCCCNC(=O)c1c[nH]c2ccc(S(=O)(=O)N3CCC4(CC3)OCCO4)cc2c1=O,.,-29,-1,21,13,i,-3,-2,-1,-1
CC(=O)c1c(N2CCN(c3ccccn3)CC2)nc(=S)n(-c2ccccc2)c1C,0,-16,-1,-18,1,i,20,2,6,0

# Later entries
SMILES,GSK3A inh,KLF5 inhibitor,GSK3beta inhib,aSyn UTR inh,AI-2 QS mod,PolyA inhibitor,HSF1 activator,HSP90 refold inh,IEC-6 cytotox,HSF1 inh
COC(=O)c1ccc(/C=N\N2CCN(Cc3ccc(C)cc3)CC2)cc1,-2,-4,2,-5,13,i,3,0,-6,3
CCSc1nnc2c3cc(CC)ccc3n(C)c2n1,-4,14,-1,-39,4,i,5,-7,0,0
O=C(Nc1ccc(S(=O)(=O)NCC2CCCO2)cc1)c1cccc(F)c1 (stereo unspecified),-2,-4,0,-2,27,i,-7,-5,-3,2
Cc1cc(C)n(CC(=O)Nc2ccccc2)n1,-1,-14,-3,1,-11,i,1,-10,-3,-7
C[C@@]12CC(=O)NC1N(C(=O)c1cccc(C(F)(F)F)c1)C(c1ccccc1O)C2 (stereo partly specified),-6,-23,2,-18,6,i,0,8,1,2
CCCc1cc(C(=O)Nc2sc3c(c2C#N)CCC3)no1,-3,-16,0,-37,34,i,3,-1,1,-1
OC(COc1c(Cl)cc(Cl)cc1Cl)CN1CCCCC1 (stereo unspecified),1,-19,2,2,0,i,9,-1,5,-5
COc1ccc(C)cc1NC(=O)CN(C)S(=O)(=O)c1ccc2c(c1)CC(C)N2C(C)=O (stereo unspecified),-2,-14,-28,5,-1,i,14,4,-1,5
Cc1cc(OCC(=O)Nc2ccc(S(=O)(=O)N3CCN(C)CC3)cc2)ccc1Br,-1,-26,1,6,1,i,-2,1,-2,-4
COc1ccccc1C(=O)COC(=O)c1cc(S(=O)(=O)N2CCCCC2)ccc1N1CCOCC1,-4,.,-1,12,27,i,23,.,.,9
CCOc1ccccc1/C=C/c1cc(C(=O)O)c2ccccc2n1,-3,-9,2,-35,35,i,.,6,-1,.
O=C(CCn1c(=O)oc2ccccc21)N1CCN(c2ccccc2F)CC1,0,-16,3,-23,0,i,10,-4,3,6
Cc1cccc(NC(=O)c2sc3nc(-c4ccccc4)cn3c2C)n1,0,-78,4,-124,39,i,-8,27*,6,-14
Cc1ccsc1/C=C/c1n[nH]c(=O)c(C#N)c1C,1,17,.,-24,.,i,12,-2,-2,2
COc1ccccc1N1CCN(C(=O)c2sc3nc4n(c(=O)c3c2C)CCC4)CC1,-4,-7,1,6,5,i,2,-5,-5,-1
O=C(Cn1cnc2ccccc2c1=O)NCC(=O)N1CCOCC1,-5,10,3,25,17,i,-2,0,-1,8
CC(=O)Nc1cccc(NC(=O)CSc2nnnn2Cc2ccccc2)c1,0,-5,2,-7,17,i,0,-5,-7,-4
O=C(Cc1ccc(Cl)cc1)Nc1ccc(N2CCN(C(=O)c3ccco3)CC2)cc1,4,-46,2,25,16,i,80*,-1,-3,41
CCOC(=O)CC(N)c1cccc([N+](=O)[O-])c1 (stereo unspecified),1,7,-1,-10,-12,.,11,1,5,-1
COc1ccc(NC(=O)CCCCCn2nnc3ccccc3c2=O)cc1,1,-36,3,-9,38,i,10,-1,-3,4
COc1ccc(-c2noc(CN(C(=O)c3ccc4c(c3)OCO4)C(C)C)n2)cc1OC,.,.,39,8,41,i,0,.,.,3
COc1cccc(C(=O)N/N=C/c2ccc(OC)c(COc3ccccc3C(N)=O)c2)c1,5,-5,8,-18,22,i,19,1,6,9
CN1C(=O)/C(=C/C=C2\SCCN2C)SC1=S,.,-55,1,-23,20,i,4,-2,-2,8
CCc1ccc(/C=N/NC(=O)c2cc(C)on2)s1,-1,-27,4,-38,26,i,19,1,2,7
O=C(OCCN1CCN(c2ncc(C(F)(F)F)cc2Cl)CC1)c1ccc(F)cc1,.,-5,-1,6,33,i,-10,-1,8,1
CCOc1ccc(CCNC(=O)c2c(C)nn(-c3ccccc3)c2Cl)cc1OCC,-2,-8,3,25,15,i,6,0,-2,6
CC(C)Cc1c(O)nc(SCC(=O)N2CCCCCC2)[nH]c1=O,-2,-6,4,-4,20,i,5,-4,-6,-3
Cc1ccc(N2CCN(c3ccc(C)cc3)C2c2ccncc2)cc1,0,-1,5,-39,-18,i,3,0,4,3
Cc1ccc(C)c(-n2c(SCC(=O)N3CCC(C(=O)O)CC3)nnc2-c2cccc(Cl)c2)c1,-4,6,7,8,7,i,18,-1,2,-2
CCN(CC)C(=O)C1CCCN(Cc2ccc3ccccc3c2)C1 (stereo unspecified),-4,-38,1,-2,3,i,-1,-4,-3,1
CC1CCCC(NC(=O)C2CCN(C(=O)Nc3ccccc3)CC2)C1C (stereo unspecified),-3,.,-28,-6,-1,i,-22,.,.,3
CCC(C(=O)NC1CCCC1)N(Cc1ccco1)C(=O)Cn1nnc(-c2ccc(C)cc2)n1 (stereo unspecified),-1,-17,2,16,14,i,15,-1,-6,11
S=c1[nH]nc(-c2cccs2)n1C1CCCCC1,2,-22,3,1,16,i,-5,-1,-2,-6
Clc1ncnc2scc(-c3ccc(Br)cc3)c12,2,-33,0,-9,16,i,-13,1,4,3
O=C(Nc1ccc(F)cc1)C(NC1CCCCC1)c1ccccc1 (stereo unspecified),0,-28,2,2,-1,i,-6,-1,-2,14
Cc1nn(CC(=O)OCCOc2ccc(Br)cc2)c(C)c1[N+](=O)[O-],-2,-31,-1,-22,37,i,6,-1,2,-2
Nc1ccc(C(=O)N/N=C/c2sc(N3CCOCC3)nc2-c2ccccc2)cc1,-1,1,1,25,21,i,8,1,-13,6
Cc1cc(C)nc(N/N=C/c2ccccc2OCc2ccc(Cl)cc2)n1,.,-11,-1,-80,23,.,43,-3,1,31
COC(C/C=C\[C@@H](O)[C@H](C)OCc1ccccc1)OC,-4,.,3,9,15,i,10,.,.,2
CCOCCN1CCN(C2c3ccccc3CSc3ccccc32)CC1 (stereo unspecified),-6,.,0,-12,16,i,-9,.,.,-5
COCCNc1nnc(SCC(=O)c2ccc3c(c2)OCO3)s1,-1,-18,-3,-7,47,i,4,-3,-3,9
COc1ccc(NC(=O)CC23CC4CC(CC(C4)C2)C3)cn1,1,-12,4,-7,52,i,22,3,5,7
COc1cc(OC)c(OC)cc1CN1CCN(S(=O)(=O)c2ccc(F)cc2)CC1,-1,-30,2,-12,15,i,-4,5,0,-1
Cc1cc(OC(C)C(=O)NCC(O)c2ccccc2)c2c(C)c(C)c(=O)oc2c1 (stereo unspecified),-1,-8,2,-1,5,i,-5,4,-5,2
O=C(NCc1ccccc1)N(Cc1cc2cc3c(cc2[nH]c1=O)OCO3)CC1CCCO1 (stereo unspecified),-1,-1,-3,2,19,i,3,6,1,-1
O=C1CC(c2ccccc2)CC(O)=C1C=Nc1ccccc1O (stereo unspecified),3,-10,-5,-44,21,i,36,-3,-10,-3
O=C(Nc1nccs1)C1CCN(S(=O)(=O)c2c(Cl)cccc2Cl)CC1,7,-14,1,-13,32,i,-6,5,-2,2
Cc1cccc(NC(=O)c2cnccn2)c1,-3,-23,0,-55,29,i,7,-1,6,2
CC1CCN(C(=S)c2cccc(O)c2)CC1,1,-20,2,.,5,i,.,-3,1,.
CC(C)C(C)NC(=O)COc1ccc(OCc2ccccc2)cc1 (stereo unspecified),-2,-24,4,-3,16,i,-1,0,3,-1
Cc1cc(OCC(=O)Nc2sc3c(c2C#N)CC(C)(C)NC3(C)C)c(C(C)C)cc1Cl,1,-13,-2,11,4,i,-65,5,8,-55*
O=C(N[C@@H](Cc1c[nH]c2ccccc12)C(=O)O)c1ccccc1Cl,-1,-5,-1,-3,2,i,-6,8,10,-1

# Source: PubChem (several laboratories)
